GPR55 activation: GPR55 agonists via beta-arrestin recruitment, primary screen, imaging, U2OS cells, beta-arrestin-GFP redistribution (AID 1961). U2OS GPR55 beta-arrestin-GFP redistribution imaging; higher % means a stronger effect. one-dose activation, % at 10 µM; EC50 in µM for titrated hits. hit rate 0.048% among 290,000;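 active = activation above 40% with more than 50 cells counted in the well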;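 note: U2OS osteosarcoma cells stably expressing GPR55 and beta-arrestin-GFP; plate controls were DMSO negative control for no effect and LPI positive control for full effect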
GPR35 antagonists: inhibition of zaprinast-stimulated GPR35 beta-arrestin translocation – imaging, U2OS, beta-arrestin-GFP, zaprinast agonist, primary screen (AID 2058); U2OS GPR35 beta-arrestin-GFP translocation imaging, zaprinast antagonism; higher % means a stronger effect; one-dose inhibition, % at 10 µM; IC50 in µM for titrated hits; hit rate 0.052% among 290,000;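 active = inhibition of at least 50% with at least 30 cells and total cytoplasm GFP at most 10,000,000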
KOR beta-arrestin-1: KOR agonists, beta-arrestin recruitment, primary screen, cell-based, luminescence, uHTS (AID 1777). KOR beta-arrestin recruitment, luminescence; higher % means a stronger effect. one-dose activation, % at 10 µM; EC50 in µM for titrated hits. hit rate 0.02% among 280,000; in the data active = activation above about 50%, passing the limit was not always enough; note: a part of the inactive calls stands beside numbers as strong as those of hits
Dengue-2 NS5 capping: flavivirus cap methylation enzyme inhibition – biochemical, confirmation dose response, primary screen (AID 588689). Dengue-2 NS5 methyltransferase capping enzyme assay, biochemical; higher % means a stronger effect. one-dose inhibition, % at 25 µM; IC50 in µM for titrated hits. hit rate 0.3% among 340,000; in the data active = a potency from the dose series
KOR beta-arrestin-2: KOR antagonists, beta-arrestin recruitment, cell-based, luminescence, uHTS (AID 1778); KOR beta-arrestin recruitment, luminescence, antagonist mode; higher % means a stronger effect; inhibition, % at 10 µM; hits with a dose series show IC50 in µM; hit rate 0.091% among 290,000; in the data active = inhibition above about 50%; note: strong numbers were not always called active
West Nile virus CPE: inhibition of WNV-induced cytopathic effect – cell-based, CPE readout (AID 1621); West Nile virus-infected cells, CPE inhibition; higher % means a stronger effect; CPE inhibition, % at 10 µM, or IC50 in µM where a hit was titrated; hit rate 0.02% among 290,000; in the data active = a potency from the dose series; note: strong numbers were not always called active
GPR55 antagonists: inhibition of LPI-stimulated GPR55 beta-arrestin translocation – imaging, U2OS, beta-arrestin-GFP, LPI agonist, primary screen (AID 2013); hit rate 0.13% among 290,000; U2OS GPR55 beta-arrestin-GFP translocation imaging, LPI antagonism; higher % means a stronger effect; one-dose inhibition, % at 10 µM; IC50 in µM for titrated hits;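 active = spots per cell inhibited over 60%, with over 100 cells counted and total cytoplasm intensity under 500,000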;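 note: U2OS cells stably carrying GPR55 and arrestin-GFP stimulated by 5 µM LPI near EC80; imaged beta-arrestin-GFP aggregate spots per cell after agonist stimulation; plate controls were LPI-stimulated DMSO wells for no effect and DMSO wells without LPI for full effect; some results filed as inactive read as strong as hits; confirmed hits need IC50 under 10 µM and bright autofluorescent wells are also inconclusive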
HIV peptide binding: cell-free HIV fusion peptide-binding blockers – biochemical, uHTS, fluorescence dequenching, primary screen (AID 1986) | cell-free peptide binding, fluorescence dequenching, 30 min; higher % means a stronger effect | inhibition, % at 20 µM, or IC50 in µM where a hit was titrated | hit rate 0.3% among 290,000; in the data active = inhibition mostly above about 52%, no sharp cut-off; inactive = mostly below about 76%; note: some results filed as inactive read as strong as hits
NOD1 NF-kB reporter: NOD1 signaling inhibitors, primary screen, cell-based, luminescence, uHTS (AID 1578); inhibition, % at 4 µM; hits with a dose series show EC50 in µM; hit rate 1% among 290,000; NOD1-driven NF-kB luciferase reporter cells, luminescence; higher % means a stronger effect; in the data active = inhibition mostly above about 36%, no sharp cut-off; inactive = mostly below about 34%;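 note: HEK-293T reporter cells stimulated with the NOD1 agonist gamma-tri-DAP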
Active calls of the source: *; [ ] = dose if it differs, or a comment.

`O=C(NCC1CCCO1)C1CCN(c2ccc(S(=O)(=O)N3CCCC3)cc2)CC1` (stereo unspecified) gave GPR55 activation 0.3%, GPR35 antagonists -5.8%, KOR beta-arrestin-1 -3.9%, Dengue-2 NS5 capping -8.0%, KOR beta-arrestin-2 21.0%, West Nile virus CPE 0.1%, GPR55 antagonists 5.9% and HIV peptide binding 0.9%.
For CC(C)(C)c1cc(=O)n2c(nc3ccccc32)[nH]1 the results were GPR55 activation -0.3%, GPR35 antagonists 12.1%, KOR beta-arrestin-1 1.8%, Dengue-2 NS5 capping -1.4%, KOR beta-arrestin-2 0.5%, West Nile virus CPE -0.2%, GPR55 antagonists 15.5%, HIV peptide binding 0.7% and NOD1 NF-kB reporter 2.7%.
Screening Cc1ccc(OCC(O)CN2CCN(c3ccccn3)CC2)c(C)c1 (stereo unspecified) returned GPR55 activation 0.9%, GPR35 antagonists 4.0%, KOR beta-arrestin-1 -1.5%, Dengue-2 NS5 capping -6.0%, KOR beta-arrestin-2 -19.0%, West Nile virus CPE -0.6%, GPR55 antagonists 14.7%, HIV peptide binding -0.4% and NOD1 NF-kB reporter -38.5%.
For O=C(N/C=N/O)C(c1ccccc1)c1ncc(C(F)(F)F)cc1Cl (stereo unspecified) the results were GPR55 activation 0.0%, GPR35 antagonists -9.3%, KOR beta-arrestin-1 -5.0%, Dengue-2 NS5 capping -8.2%, KOR beta-arrestin-2 34.1%, West Nile virus CPE 0.2%, GPR55 antagonists -7.4%, HIV peptide binding -1.4% and NOD1 NF-kB reporter -4.9%.
`CC1CCCN(CC(O)COC(c2ccccc2)c2ccccc2)C1` (stereo unspecified) gave GPR55 activation -0.1%, GPR35 antagonists -5.5%, KOR beta-arrestin-1 -4.8%, Dengue-2 NS5 capping -5.7%, KOR beta-arrestin-2 8.3%, West Nile virus CPE -1.5%, GPR55 antagonists 15.4%, HIV peptide binding -1.5% and NOD1 NF-kB reporter -14.7%.
CCCNC(=O)Nc1cccc(C(=O)OC)c1 was read as GPR55 activation -0.2%, GPR35 antagonists -10.3%, KOR beta-arrestin-1 1.7%, Dengue-2 NS5 capping -6.2%, KOR beta-arrestin-2 -13.9%, West Nile virus CPE -0.3%, GPR55 antagonists 11.2%, HIV peptide binding 0.2% and NOD1 NF-kB reporter -2.7%.
FC(F)(F)c1ccc(N2CCN(c3ncnc4c3nnn4Cc3ccccc3Cl)CC2)cc1 was read as GPR55 activation 0.2%, GPR35 antagonists -8.6%, KOR beta-arrestin-1 -8.2%, Dengue-2 NS5 capping -3.4%, KOR beta-arrestin-2 8.1%, West Nile virus CPE 0.1%, GPR55 antagonists 1.0%, HIV peptide binding -1.2% and NOD1 NF-kB reporter 39.7%.
For Cc1cccc(CCNC(=O)CCS(=O)(=O)c2ccc(Br)cc2)c1 the results were GPR55 activation 0.7%, GPR35 antagonists 8.7%, KOR beta-arrestin-1 -3.5%, Dengue-2 NS5 capping 2.7%, KOR beta-arrestin-2 7.7%, West Nile virus CPE 0.0%, GPR55 antagonists 6.9%, HIV peptide binding -0.2% and NOD1 NF-kB reporter -16.6%.
`O=C(NNC(=O)c1cc2cc(Br)ccc2oc1=O)c1ccc(O)cc1` gave GPR55 activation 0.0%, GPR35 antagonists -1.3%, KOR beta-arrestin-1 -6.3%, Dengue-2 NS5 capping -12.7%, KOR beta-arrestin-2 -2.6%[20 µM], West Nile virus CPE 0.0%, GPR55 antagonists 0.4%, HIV peptide binding -0.9% and NOD1 NF-kB reporter -19.5%.
`COc1ccc(NCC(=O)n2c(C)c(C)c3ccccc32)cc1` gave GPR55 activation 0.2%, GPR35 antagonists 14.7%, KOR beta-arrestin-1 -3.6%, Dengue-2 NS5 capping -7.4%, KOR beta-arrestin-2 0.8%, West Nile virus CPE -0.8%, GPR55 antagonists -12.2%, HIV peptide binding 0.1% and NOD1 NF-kB reporter -16.7%.
Screening COc1ccc(CN(C)C(=O)CNC(=O)CNC(=O)c2ccc(Cl)cc2Cl)cc1F returned GPR55 activation -0.1%, GPR35 antagonists 6.9%, KOR beta-arrestin-1 2.1%, Dengue-2 NS5 capping 4.0%, KOR beta-arrestin-2 -34.5%, West Nile virus CPE -0.4%, GPR55 antagonists 5.2%, HIV peptide binding 0.4% and NOD1 NF-kB reporter -27.0%.
Cn1c(=O)[nH]c(=O)c2c1nc(NCCCO)n2CCCc1ccccc1 was read as GPR55 activation -0.1%, GPR35 antagonists 5.9%, KOR beta-arrestin-1 12.3%, Dengue-2 NS5 capping -4.9%, KOR beta-arrestin-2 11.4%, West Nile virus CPE 3.0%, GPR55 antagonists -10.3%, HIV peptide binding -1.6% and NOD1 NF-kB reporter 14.8%.
O=C(CN1C(=O)c2cccnc2Oc2ccc(Cl)cc21)N1CCCC1 was read as GPR55 activation -0.2%, GPR35 antagonists 6.4%, KOR beta-arrestin-1 -0.4%, Dengue-2 NS5 capping -12.7%, KOR beta-arrestin-2 2.6%, West Nile virus CPE 0.0%, GPR55 antagonists -4.6%, HIV peptide binding 0.2% and NOD1 NF-kB reporter -10.8%.
Screening CC(C)(C)c1ccc(/C=N/Nc2cccc(C(=O)O)c2)cc1 returned GPR55 activation -0.3%, GPR35 antagonists -8.5%, KOR beta-arrestin-1 -1.7%, Dengue-2 NS5 capping 14.3%, KOR beta-arrestin-2 -10.8%, West Nile virus CPE 0.2%, GPR55 antagonists 11.1%, HIV peptide binding 22.9% and NOD1 NF-kB reporter -13.1%.
Screening N#Cc1ccsc1NC(=O)CCc1ccccc1 returned GPR55 activation -0.1%, GPR35 antagonists 1.8%, KOR beta-arrestin-1 -2.2%, Dengue-2 NS5 capping 0.8%, KOR beta-arrestin-2 -31.3%[20 µM], West Nile virus CPE -0.1%, GPR55 antagonists -11.7%, HIV peptide binding -0.3% and NOD1 NF-kB reporter -27.0%.
Screening COCc1cc(S(=O)c2ccc(Cl)cc2)nc(C)n1 (stereo unspecified) returned GPR55 activation -0.1%, GPR35 antagonists -19.8%, KOR beta-arrestin-1 -1.6%, Dengue-2 NS5 capping 2.4%, KOR beta-arrestin-2 -35.6%[20 µM], West Nile virus CPE 0.9%, GPR55 antagonists -0.4%, HIV peptide binding -1.2% and NOD1 NF-kB reporter 84.6%*.
COc1ccc(O)c(C(=O)c2cnc3c(c2)c(C)nn3CCO)c1 was read as GPR55 activation -0.2%, GPR35 antagonists 17.0%, KOR beta-arrestin-1 -3.3%, Dengue-2 NS5 capping -4.1%, KOR beta-arrestin-2 -38.3%, West Nile virus CPE -0.3%, GPR55 antagonists 0.8%, HIV peptide binding -0.9% and NOD1 NF-kB reporter -22.4%.
For Cc1cc(=O)nc2c3ccccc3n(CC(=O)NC(C)c3ccc4c(c3)OCCO4)n12 (stereo unspecified) the results were GPR55 activation 0.2%, GPR35 antagonists -11.9%, KOR beta-arrestin-1 -5.9%, Dengue-2 NS5 capping -5.3%, KOR beta-arrestin-2 -4.8%, West Nile virus CPE -0.1%, GPR55 antagonists -0.1%, HIV peptide binding -0.2% and NOD1 NF-kB reporter -14.3%.
CN1CCC(=NNC(=O)c2ccco2)CC1 was read as GPR55 activation -0.1%, GPR35 antagonists -1.5%, KOR beta-arrestin-1 4.3%, Dengue-2 NS5 capping 17.7%, KOR beta-arrestin-2 -6.3%, West Nile virus CPE -0.4%, GPR55 antagonists -8.5%, HIV peptide binding -0.1% and NOD1 NF-kB reporter -7.1%.
For COc1ccc2c(c1)nc(CN1CCN(CCO)CC1)n2C the results were GPR55 activation -0.3%, GPR35 antagonists 15.4%, KOR beta-arrestin-1 1.5%, Dengue-2 NS5 capping 3.9%, KOR beta-arrestin-2 -34.3%[20 µM], West Nile virus CPE 0.3%, GPR55 antagonists 1.7%, HIV peptide binding -1.2% and NOD1 NF-kB reporter -13.2%.
Screening CCc1ccccc1NC(=O)NNC(=O)CCc1ccc(OC)cc1 returned GPR55 activation -0.1%, GPR35 antagonists -12.5%, KOR beta-arrestin-1 0.2%, Dengue-2 NS5 capping -6.5%, KOR beta-arrestin-2 8.6%, West Nile virus CPE -0.6%, GPR55 antagonists -4.1%, HIV peptide binding -1.5% and NOD1 NF-kB reporter -26.0%.
`CCCCCNC(=O)c1ccc2c(=O)n(CC3CCCO3)c(=S)[nH]c2c1` (stereo unspecified) gave GPR55 activation 0.1%, GPR35 antagonists 3.2%, KOR beta-arrestin-1 3.8%, Dengue-2 NS5 capping -6.0%, KOR beta-arrestin-2 -13.4%, West Nile virus CPE 0.2%, GPR55 antagonists -12.6%, HIV peptide binding 0.5% and NOD1 NF-kB reporter -6.2%.
Cc1cc(C(=O)N(C)CC(=O)Nc2ccc(F)c(F)c2F)no1 was read as GPR55 activation -0.1%, GPR35 antagonists 1.6%, KOR beta-arrestin-1 -0.1%, Dengue-2 NS5 capping -0.6%, KOR beta-arrestin-2 10.3%, West Nile virus CPE -0.1%, GPR55 antagonists -6.9%, HIV peptide binding -1.0% and NOD1 NF-kB reporter -28.0%.
`COC(=O)c1cc(Br)c(=O)n(-c2nccs2)c1` gave GPR55 activation -0.1%, GPR35 antagonists 7.3%, KOR beta-arrestin-1 0.2%, Dengue-2 NS5 capping -2.8%, KOR beta-arrestin-2 -0.5%, West Nile virus CPE 0.2%, GPR55 antagonists -3.7%, HIV peptide binding -1.8% and NOD1 NF-kB reporter -18.4%.
For O=C(NCCCO)C(=O)NCC1OCCCN1S(=O)(=O)c1cccs1 (stereo unspecified) the results were GPR55 activation 0.0%, GPR35 antagonists 6.2%, KOR beta-arrestin-1 -4.7%, Dengue-2 NS5 capping -3.9%, KOR beta-arrestin-2 10.4%, West Nile virus CPE -0.7%, GPR55 antagonists -8.3%, HIV peptide binding 1.3% and NOD1 NF-kB reporter -15.0%.
For O=C(Nc1nn[nH]n1)c1cccc([N+](=O)[O-])c1 the results were GPR55 activation -0.2%, GPR35 antagonists -4.7%, KOR beta-arrestin-1 -5.4%, Dengue-2 NS5 capping -5.3%, KOR beta-arrestin-2 18.1%, West Nile virus CPE 0.2%, GPR55 antagonists 3.9%, HIV peptide binding 0.7% and NOD1 NF-kB reporter -32.2%.

A run of entries from further up, for reference:
For O=C(NCCCO)C(=O)NCC1OCCCN1S(=O)(=O)c1cccs1 (stereo unspecified) the results were GPR55 activation 0.0%, GPR35 antagonists 6.2%, KOR beta-arrestin-1 -4.7%, Dengue-2 NS5 capping -3.9%, KOR beta-arrestin-2 10.4%, West Nile virus CPE -0.7%, GPR55 antagonists -8.3%, HIV peptide binding 1.3% and NOD1 NF-kB reporter -15.0%.
For O=C(Nc1nn[nH]n1)c1cccc([N+](=O)[O-])c1 the results were GPR55 activation -0.2%, GPR35 antagonists -4.7%, KOR beta-arrestin-1 -5.4%, Dengue-2 NS5 capping -5.3%, KOR beta-arrestin-2 18.1%, West Nile virus CPE 0.2%, GPR55 antagonists 3.9%, HIV peptide binding 0.7% and NOD1 NF-kB reporter -32.2%.

Assay outcomes (PubChem)

Only part of the results is shown, so the mix of outcomes need not match the whole.
